Assay outcomes: PubChem BioAssay, several laboratories
hgDAF12 agonist = activates the H. glycines DAF-12 receptor ligand-binding domain; HEK293 GAL4-hgDAF12 UAS-luciferase reporter, agonist luminescence; normalized to butyrate control; activation, % at 6.8 µM; actives 1.8% (n = 370,000); AID 687014;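 active = activation above a cutoff set at the mean of all screened compounds plus 3 SD, cut at about 10% in these data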;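 note: 0% = DMSO wells and 100% = sodium butyrate wells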
PLC-gamma1 inh = inhibitors of human phospholipase C gamma1; P19174; purified PLC-gamma1, fluorogenic substrate, fluorescence; inhibition, % at 12.2 µM; actives 0.84% (n = 370,000); in the data active = inhibition above about 9.5%
PLC-beta3 inh = PLC-beta3 (human) inhibition, primary screen. Purified PLC-beta3, fluorogenic substrate, fluorescence. inhibition, % at 12.2 µM. actives 0.18% (n = 370,000); in the data active = inhibition above about 11%;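 note: 0% = median of compound wells on plate and 100% = full blocker control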
ADAM17 inh = inhibits human ADAM17. actives 0.83% (n = 370,000). P78536. recombinant ADAM17, EDANS/DABCYL FRET peptide cleavage. inhibition, % at 6.95 µM;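 active = inhibition above the mean of compounds lying between control limits plus 3 SD, set per campaign, cut at about 8.5% in these data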;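 note: 0% = DMSO-only wells as the low control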
Target sequence (P78536 215-824 limits assumed): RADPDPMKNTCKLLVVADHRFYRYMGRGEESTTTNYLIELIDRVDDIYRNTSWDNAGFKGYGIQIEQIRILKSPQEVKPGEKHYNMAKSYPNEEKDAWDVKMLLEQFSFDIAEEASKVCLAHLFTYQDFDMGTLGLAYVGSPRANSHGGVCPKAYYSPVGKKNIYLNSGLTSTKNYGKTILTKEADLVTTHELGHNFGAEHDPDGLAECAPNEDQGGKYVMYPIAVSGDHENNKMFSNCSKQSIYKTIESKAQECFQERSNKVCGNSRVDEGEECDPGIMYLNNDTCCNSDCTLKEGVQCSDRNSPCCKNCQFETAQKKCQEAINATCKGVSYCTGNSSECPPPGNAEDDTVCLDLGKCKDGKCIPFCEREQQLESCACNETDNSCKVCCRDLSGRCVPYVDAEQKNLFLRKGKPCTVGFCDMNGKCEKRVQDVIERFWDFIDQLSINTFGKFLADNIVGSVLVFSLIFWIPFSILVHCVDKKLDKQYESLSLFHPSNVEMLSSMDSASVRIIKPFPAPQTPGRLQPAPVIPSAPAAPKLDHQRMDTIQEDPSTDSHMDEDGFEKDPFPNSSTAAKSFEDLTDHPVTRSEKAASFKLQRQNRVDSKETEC
hcDAF12 agonist = activates DAF-12 receptor from parasite H. contortus; HEK293 hcDAF-12 lit1-tk-luc reporter, luminescence; 0% DMSO, 100% Δ7-dafachronic acid; actives 1.4% (n = 370,000); activation, % at 6.8 µM; AID 652067;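 active = activation above the mean of all tested compounds plus 3 SD, cut at about 5.5% in these data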;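 note: 100% = response to 3 µM Δ7-dafachronic acid high control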
DAX1 inh-1 = inhibits human nuclear receptor DAX1 | P51843 | actives 0.99% (n = 340,000) | inhibition, % at 6.75 µM | AID 504766 | HEK293 Gal4-DAX1 luciferase reporter, luminescence;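 active = inhibition above the mean over all tested compounds plus 3 SD, cut at about 4.2% in these data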;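 note: 0% = DAX1-transfected cells with DMSO and 100% = empty-vector control cells with DMSO; inhibition shows as a rise in luminescence from relieved DAX1 repression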
NR1D1 modulator = modulators of human Rev-erb alpha DNA binding. actives 0.79% (n = 370,000). P20393. Rev-erbα–FITC-DNA binding, fluorescence polarization, 90 min. activity, % at 10 µM;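 active = activity above about 14%, limit read from the data; passing the limit was not always enough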;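 note: 0% = DMSO wells with 35 nM protein and 100% = DMSO wells with 750 nM protein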
ssDAF-12 act = activates DAF-12 receptor from parasite S. stercoralis | HEK293 ssDAF-12/GRIP1 lit1-tk-luc reporter, luminescence; % of 3 µM dafachronic acid response | activation, % at 6.8 µM | AID 652126 | actives 1% (n = 370,000);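 active = activation above the mean over all tested compounds plus 3 SD, cut at about 0.9% in these data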;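 note: 0% = DMSO-only wells and 100% = 3 µM delta7-dafachronic acid wells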
MBD2 DNA inh = blocks human MBD2 binding to methylated DNA | TR-FRET, MBD2 binding to methylated oligonucleotide | inhibition, % at 4.4 µM | AID 686964 | actives 0.31% (n = 370,000) | Q9UBB5; in the data active = inhibition above about 13%
Target sequence (Q9UBB5 whole entry, looked up): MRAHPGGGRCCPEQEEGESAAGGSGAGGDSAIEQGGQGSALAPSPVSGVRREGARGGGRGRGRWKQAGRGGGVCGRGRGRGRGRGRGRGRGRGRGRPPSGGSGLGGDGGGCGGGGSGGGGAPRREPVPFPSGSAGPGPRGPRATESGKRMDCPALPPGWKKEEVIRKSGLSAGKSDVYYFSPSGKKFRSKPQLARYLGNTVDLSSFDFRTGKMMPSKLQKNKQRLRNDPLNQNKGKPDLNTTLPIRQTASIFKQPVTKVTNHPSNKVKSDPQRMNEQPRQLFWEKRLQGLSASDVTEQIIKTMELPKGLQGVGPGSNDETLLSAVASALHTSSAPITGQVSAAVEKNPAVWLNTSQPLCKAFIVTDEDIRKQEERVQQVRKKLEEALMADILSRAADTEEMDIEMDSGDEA
SMARCA2 act = activators of SMARCA2 function | MG213 cells, MMTV-luciferase reporter, dexamethasone, overnight | activation, % at 9.1 µM | actives 1% (n = 370,000); in the data active = activation above about 7.8%;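 note: 0% = vehicle wells and 100% = reference activator wells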
DAX1 inh-2 = DAX1 (NR0B1) inhibition, primary screen. HEK293T StAR-luciferase reporter, SF-1/DAX-1 repression relief. inhibition, % at 6.8 µM. actives 1.1% (n = 370,000). AID 652010;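 active = inhibition above the mean over all tested compounds plus 3 SD, cut at about 3.6% in these data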;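 note: 0% = DAX-1 cells with DMSO and 100% = cells lacking DAX-1 with DMSO; higher inhibition means more luminescence from relief of DAX-1 repression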
The depositor's hits bear a star; nt = not tested or not shown.

SMILES | hgDAF12 agonist | PLC-gamma1 inh | PLC-beta3 inh | ADAM17 inh | hcDAF12 agonist | DAX1 inh-1 | NR1D1 modulator | ssDAF-12 act | MBD2 DNA inh | SMARCA2 act | DAX1 inh-2
C=CCN(Cc1cn(C)nc1-c1cccc(Cl)c1)C1CCS(=O)(=O)C1 (stereo unspecified) | -0.2 | 0.0 | -7.1 | 0.6 | 2.5 | -0.7 | -7.0 | -0.2 | -2.2 | -1.4 | 1.2
O=C(COC(=O)CC(c1ccccc1)c1ccccc1)NCc1ccc(Cl)cc1 | -1.0 | -2.6 | -2.7 | 4.7 | -1.5 | 0.0 | 6.7 | -1.3 | 2.0 | -5.1 | -0.6
CN1CCC(N[C@@H](Cc2ccccc2)C(=O)NCC(c2ccccc2)c2ccccc2)(C(=O)NC2CCCCC2)CC1 | -4.2 | 12.4* | 9.1 | 2.9 | -1.8 | nt | -3.2 | -0.4 | -4.9 | nt | nt
COc1ccc(S(=O)(=O)N(C)C)cc1NC(=O)c1ccc2c(c1)OCCO2 | 0.4 | 1.8 | -2.7 | -0.1 | -1.6 | -0.3 | 2.6 | -1.7 | 0.0 | -2.0 | -1.1
Cc1ccccc1C(=O)Nc1cccc(C(=O)N/N=C/c2ccc3c(c2)OCO3)c1 | 2.1 | -20.4 | -34.0 | -4.5 | 2.4 | 2.0 | 5.5 | -0.5 | 0.5 | -0.9 | -0.3
C=CCSc1nnnn1-c1ccc(OC)cc1 | -1.2 | 0.2 | -1.1 | -3.8 | -0.8 | -0.2 | -4.7 | -1.2 | 6.7 | 2.1 | -1.1
N#Cc1c(SCC(=O)Nc2ccc(C(F)(F)F)cc2)sc2c(O)cc(=O)[nH]c12 | -0.6 | -7.5 | -18.8 | -3.1 | 0.8 | -0.1 | 0.9 | -0.7 | -3.3 | 0.4 | -0.5
O=C(CC(=O)NC1CCCCC1)N/N=C/c1ccccc1[N+](=O)[O-] | 4.4 | 2.1 | -5.4 | -3.6 | 1.3 | 0.5 | -2.9 | -0.8 | -1.4 | 0.4 | 0.4
Cc1c(CN2CCN(C)C(CCO)C2)[nH]c2c(Cl)cccc12 (stereo unspecified) | 0.3 | 1.2 | -7.2 | -2.9 | 2.2 | -0.9 | 1.1 | 0.2 | -1.4 | -2.7 | 0.7
Cc1cc2c(NS(=O)(=O)c3ccc(F)cc3)cccc2nn1 | -0.4 | 0.5 | -1.4 | -4.3 | -0.6 | nt | -1.9 | -2.2 | -6.1 | -2.5 | -0.3
CC(C)(C)NC(=O)CN(C(=O)C(=O)Nc1ccc2c(c1)OCCO2)C(C)(C)C | 0.1 | 1.4 | -3.4 | -4.2 | -0.1 | 0.0 | -0.2 | -1.5 | -3.0 | -0.3 | 0.6
CC(C)(CO)NC(=O)c1ccc2c(c1)C(=O)c1ccccc1-2 | 8.2 | 4.2 | 0.0 | 5.2 | 0.6 | 1.2 | -2.7 | -0.1 | -7.1 | 1.9 | 2.0
CC(C)c1ccccc1NC(=S)NC1CCN(Cc2ccccc2)CC1 | -2.7 | 2.8 | 1.6 | -0.2 | -1.7 | -0.4 | -0.8 | -0.3 | 3.6 | 5.1 | -0.2
N#Cc1c(N)n(C2CCCCC2)c2nc3ccccc3nc12 | -0.6 | -301.3 | -333.1 | -221.5 | -2.1 | -0.8 | 0.9 | -0.9 | 1.0 | -0.1 | -0.1
Cc1ccnc(N2CCN(C(=O)CSc3nc4ccccc4nc3N3CCCCC3)CC2)c1 | -1.8 | -25.5 | -40.4 | 2.8 | -0.8 | 0.6 | 4.1 | -1.3 | 2.6 | -1.7 | -1.4
S=c1nc[nH]c2c1ncn2-c1ccc(Cl)cc1 | 5.8 | 1.3 | -2.7 | -4.2 | -0.9 | 0.9 | -2.2 | -0.4 | 2.4 | 1.9 | 0.1
COC(=O)C1CCN(C(=O)Nc2ccc(OC)cc2)CC1 | 1.3 | 4.2 | 9.9 | 1.9 | 0.7 | 0.4 | -1.2 | -0.7 | 2.1 | -0.8 | 0.1
COc1ccc(CC(=O)Nc2ccc(N(C)C)c3ccccc23)cc1 | -4.0 | -254.6 | -326.0 | -127.2 | 0.6 | 1.0 | 0.5 | -1.3 | 3.2 | -2.0 | 0.1
Cc1ccc(S(=O)(=O)N2CCCN(S(=O)(=O)C3CCS(=O)(=O)C3)CC2)cc1 (stereo unspecified) | 0.3 | -0.2 | 0.1 | -2.6 | -2.1 | -0.5 | -1.7 | -1.1 | 1.1 | -1.7 | -0.7
Cc1ccsc1C(=O)OCC(=O)Nc1cccc(S(=O)(=O)NC2=NCCCCC2)c1 | -2.4 | 0.8 | -0.9 | -2.8 | 0.1 | -0.4 | 1.1 | -0.9 | -1.5 | 0.0 | -0.5
O=C(N/C(=C\c1ccccc1)C(=O)N1CCOCC1)c1ccc(Br)o1 | -1.2 | 0.2 | -4.2 | 0.4 | 0.1 | 0.7 | 1.4 | -1.1 | 1.0 | -2.4 | 0.5
Cc1ccc(S(=O)(=O)N/N=C\c2ccc3c(c2)OCO3)cc1C | -0.4 | 0.1 | -9.3 | 0.5 | -0.3 | 0.2 | -2.8 | -1.0 | 0.5 | 1.5 | -0.1
Cc1ccc(NC(=O)c2ncn(CCCNCC3CCCCC3)n2)cc1C | 6.9 | 1.1 | 1.6 | -4.2 | -1.2 | 0.3 | -5.3 | -0.3 | -7.4 | -1.4 | 3.9*
C=C(C)CN1CCN(c2ccc(N3C(=O)CCCC3=O)cc2[N+](=O)[O-])CC1 | 0.3 | 4.0 | -3.5 | -3.7 | -1.9 | 1.4 | -3.8 | -1.2 | -4.9 | -2.1 | -0.1
C=CCn1c(Cc2cccs2)nnc1SCC(=O)c1ccc(F)cc1 | -0.1 | 1.0 | 2.6 | 0.0 | 1.0 | -0.9 | -1.6 | -0.1 | -3.2 | 2.2 | -1.0
COCC(C)NC(=O)c1cc(OC)cc(OC)c1 (stereo unspecified) | 4.7 | 1.9 | 1.6 | 3.5 | -1.7 | 0.1 | -7.8 | -1.7 | -2.2 | -2.1 | 0.3
CC(C)c1ccccc1OCC(O)CN(CC(O)COc1cccc2ccccc12)C(C)C (stereo unspecified) | 3.5 | 0.6 | -4.9 | 4.2 | -0.6 | 3.2 | 4.2 | -0.9 | 0.7 | -2.6 | -0.1
CCc1sc(N(C(=O)Cc2ccccc2)c2cccc(F)c2)nc1-c1ccc(C)cc1 | 3.9 | 3.2 | 0.7 | -1.5 | -0.8 | -0.2 | 4.0 | -1.1 | 3.8 | 1.0 | -0.1
CC1CCN(Cc2c(O)ccc3c(=O)c(-c4nc5ccccc5s4)c(N)oc23)CC1 | -3.6 | -173.5 | -219.9 | -31.0 | -1.4 | 0.7 | -7.1 | -1.2 | -6.5 | 0.1 | -0.3
O=C(C1CCC(CNc2nc(=S)[nH]c3ccccc23)CC1)N1CCN(c2ccc(F)cc2)CC1 (stereo unspecified) | -2.7 | 0.5 | -3.7 | -1.2 | -3.2 | -1.0 | 4.3 | -1.3 | -1.9 | -3.1 | -0.8
Cn1nc(C(=O)NCCCN2CCCCC2)c2c1-c1ccccc1SC2 | 1.3 | -1.0 | -5.6 | 0.3 | 2.3 | 0.2 | -2.4 | -0.8 | -0.3 | 0.6 | 3.5
CC(=O)Nc1ccc2[nH]c(C)cc(=O)c2c1 | 2.7 | -3.8 | -2.7 | -20.4 | -0.1 | 1.7 | -5.9 | -1.2 | 1.5 | -0.1 | 0.2
CCOC(=O)N1CCC(NS(=O)(=O)c2ccc3c(c2)oc(=O)n3C)CC1 | -1.0 | 1.6 | 7.0 | 1.9 | 4.2 | 0.7 | -2.1 | -0.4 | -2.1 | -1.9 | -0.1
Cc1ccc(NC(=O)[C@H]2CC(=O)O[C@@H]2c2ccccc2)c(C)c1 | 1.0 | 2.0 | -1.8 | -4.4 | 2.8 | nt | 5.6 | -1.6 | 8.4 | -4.5 | -0.1
COc1ccc(C(C)(NC(C)=O)c2nc(-c3ccc(F)cc3OC)cs2)cc1 (stereo unspecified) | -3.9 | 0.8 | 1.2 | 1.7 | 0.3 | nt | 1.2 | -1.2 | -2.2 | -2.6 | -1.3
COc1ccc(CCN(Cc2cc3cc(C)cc(C)c3nc2Cl)C(=O)C2CC2)cc1 | 1.0 | 0.2 | -2.1 | 1.1 | -2.5 | -1.0 | 0.1 | -1.7 | 2.4 | -4.4 | -1.0
COC(=O)c1cccc(CSc2nnc(-c3ccco3)n2-c2ccccc2)c1 | -1.9 | 4.3 | 4.0 | 2.6 | -1.6 | -1.2 | 3.5 | -1.4 | 2.0 | 0.8 | -0.9
CCCCN(CCCC)Cc1cc2ccccc2c2c1COC2 | -0.6 | -8.3 | -9.6 | -3.4 | -0.2 | -0.8 | -0.5 | -0.8 | 2.3 | 3.5 | -0.5
O=[N+]([O-])c1cccc(S(=O)(=O)NCCc2ccccc2)c1 | -1.7 | 2.9 | -1.0 | -3.3 | -0.9 | -0.3 | -1.1 | -0.7 | -0.7 | -1.6 | -0.3
CN(C(=O)c1cccc(NC(=O)Cc2ccc([N+](=O)[O-])cc2)c1)C1CC1 | -1.8 | 0.3 | 0.6 | -4.4 | 1.1 | -0.1 | -1.1 | -1.1 | -3.6 | -1.0 | 0.0
CCOc1ccc(N(C)C(=O)CCc2nnc3ccc(N4CCOCC4)nn23)cc1 | -0.4 | 0.7 | -11.9 | -6.9 | -2.0 | 0.6 | -2.6 | -0.9 | -4.1 | -0.6 | -0.4
O=C(CN(Cc1ccc(F)cc1)C(=O)CNS(=O)(=O)c1ccc(F)cc1)NCC1CCCO1 (stereo unspecified) | -1.1 | -0.2 | -2.9 | -0.3 | -0.5 | 1.0 | 7.2 | -0.5 | -2.3 | -2.2 | -0.3
COc1cc(NC(=O)Nc2nnc([C@H]3C[C@H](O)[C@@H](CO)O3)s2)cc(OC)c1 | -1.8 | -1.0 | 1.4 | -6.5 | 0.6 | nt | 5.2 | -1.5 | -1.0 | -4.0 | 0.9
Cc1ccccc1-n1ncc2c1CC(C)(C)CC2NC(=O)C1=CC(=O)CC(C)(C)O1 (stereo unspecified) | -3.8 | -1.8 | -14.5 | -1.6 | -1.7 | -0.1 | -3.5 | -1.7 | 0.8 | -4.4 | 0.0
O=C(COC(=O)/C=C/c1ccc(Cl)cc1Cl)NCCC1=CCCCC1 | 0.9 | -0.3 | -0.6 | -2.1 | -0.9 | -0.3 | 1.6 | -1.1 | 4.7 | -3.0 | 1.0
CCCCn1c(N)c(N(CCC(C)C)C(=O)c2cc(-c3ccco3)nc3ccccc23)c(=O)[nH]c1=O | -2.1 | -36.4 | -62.7 | -25.4 | -1.3 | 0.7 | -23.7 | 0.8 | 6.8 | -0.8 | 0.9

The order is random (roughly 7.4% active in at least one column).
